# Screening data deposited in PubChem by several laboratories.
# LMPTP inh – blocks human LMPTP phosphatase; P24666; recombinant LMPTP-A, OMFP fluorogenic substrate, fluorescence intensity; inhibition, % at 20 µM; 0.22% of 360,000 active; AID 651560;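 active = compounds that cut the enzyme signal by at least half of the control window in the single-dose screen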;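 also: plate controls were DMSO wells with enzyme plus substrate for no effect and substrate without enzyme for full effect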
# Target sequence (P24666 whole entry, looked up): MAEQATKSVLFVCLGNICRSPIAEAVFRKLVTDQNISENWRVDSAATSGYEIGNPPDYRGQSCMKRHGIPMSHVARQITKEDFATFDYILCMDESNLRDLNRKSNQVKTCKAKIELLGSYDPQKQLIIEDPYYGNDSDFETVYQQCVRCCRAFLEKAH
#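 Test system: LMPTP-A, protein tyrosine phosphatase of low molecular weight; Input: 0.625 nM enzyme; Incubation: 50 min dark incubation at room temperature; Signal: endpoint fluorescence intensity from OMFP dephosphorylation; Read-out basis: % inhibition versus control wells.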
# Rpn11 inh – Rpn11 (human) deubiquitinase inhibition; human 26S proteasome, Ub4-pepOG fluorescence polarization; 20S core pre-blocked with epoxomicin; 0.59% of 360,000 active; calls only at 20 µM; AID 588493; O00487;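 active = inhibition at 20 µM, scaled to each plate's controls, above about 33%, limit read from the data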
# NadD block – inhibitors of Staphylococcus aureus NadD. 0.78% of 360,000 active. inhibition, % at 20 µM. purified NadD enzyme, colorimetric absorbance read-out; in the data active = inhibition above about 26%; also: some compounds past the cut are filed as inactive
# Scp1 inh – Scp-1 (human) phosphatase inhibition; Q9GZU7; Recombinant Scp1, phosphopeptide, malachite green phosphate absorbance; inhibition, % at 20 µM; 0.88% of 340,000 active; AID 493091;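 active = inhibition above about 50% at 20 µM, limit read from the data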;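 also: plate controls were DMSO wells with enzyme for no effect and wells lacking enzyme for full effect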
# Target sequence (Q9GZU7 76-261 limits assumed): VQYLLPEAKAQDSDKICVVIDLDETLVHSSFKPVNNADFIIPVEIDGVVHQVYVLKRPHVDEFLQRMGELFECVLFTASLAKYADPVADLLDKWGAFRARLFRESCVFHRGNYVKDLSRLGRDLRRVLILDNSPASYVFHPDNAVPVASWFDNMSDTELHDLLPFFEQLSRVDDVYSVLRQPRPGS
#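 Times: enzyme reaction 45 min at room temperature, colour 5 min, stabilisation 30 min. Material: SCP-1 catalytic fragment, aa 76-261. Medium: Acidic Tris acetate buffer with magnesium and detergent. Signal: colorimetric free-phosphate detection, absorbance 630 nm. Read-out basis: % inhibition of SCP-1 phosphate liberation. Reagent: Phosphorylated 17-residue peptide substrate.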
# PABP1 MLLE inh – inhibitors of microRNA-mediated deadenylation, human PABP1 MLLE binding; P11940; GST-MLLE / FITC-PAM2 fluorescence polarization; inhibition, % at 20 µM; 0.36% of 360,000 active; AID 588489; in the data active = inhibition above about 35%, passing the limit was not always enough;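 also: plate controls were DMSO wells with GST-MLLE for no effect and wells lacking GST-MLLE protein for full effect; some results filed as inactive read as strong as hits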
# Target sequence (P11940 whole entry, looked up): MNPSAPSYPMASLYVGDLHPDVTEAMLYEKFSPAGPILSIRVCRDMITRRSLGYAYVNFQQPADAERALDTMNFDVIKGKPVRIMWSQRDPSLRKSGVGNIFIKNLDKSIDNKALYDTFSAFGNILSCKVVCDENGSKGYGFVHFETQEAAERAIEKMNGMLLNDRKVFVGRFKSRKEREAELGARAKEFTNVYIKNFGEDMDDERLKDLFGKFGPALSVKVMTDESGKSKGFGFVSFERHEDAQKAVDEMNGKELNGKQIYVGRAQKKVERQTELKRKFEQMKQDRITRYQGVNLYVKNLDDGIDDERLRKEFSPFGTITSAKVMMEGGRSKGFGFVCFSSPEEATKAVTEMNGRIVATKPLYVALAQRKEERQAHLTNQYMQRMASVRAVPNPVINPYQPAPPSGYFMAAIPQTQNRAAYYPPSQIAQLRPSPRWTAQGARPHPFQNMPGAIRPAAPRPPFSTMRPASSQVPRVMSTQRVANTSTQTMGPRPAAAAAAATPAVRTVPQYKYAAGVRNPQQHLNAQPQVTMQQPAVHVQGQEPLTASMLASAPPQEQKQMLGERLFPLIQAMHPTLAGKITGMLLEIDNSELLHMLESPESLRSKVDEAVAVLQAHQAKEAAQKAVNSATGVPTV
# STEP inh – blocks human striatal-enriched tyrosine phosphatase; P54829; recombinant STEP, OMFP fluorogenic substrate, fluorescence; inhibition, % at 20 µM; 0.25% of 360,000 active; AID 588621;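 active = inhibition at 20 µM, scaled per plate between control wells, above about 37%, limit read from the data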;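 also: 0% = DMSO with enzyme and substrate and 100% = substrate only without enzyme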
#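 Material: STEP (striatal-enriched tyrosine phosphatase) enzyme, cell-free; Compound dosing: 20 µM single dose in 1% DMSO; Technique: fluorescence read at 480 nm ex / 540 nm em; Times: reaction 20 min, ambient temperature; Medium: 50 mM Bis-Tris pH 6.0 with 2.5 mM DTT and 0.005% Tween 20; Also added: OMFP at 25 µM.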
# DNMT1 block – inhibitors of human DNMT1; 0.83% of 360,000 active; DNMT1 molecular beacon, Hinp1I cleavage, fluorescence; P26358; inhibition (reported as % activation of signal), % at 10 µM; in the data active = inhibition above about 50%
# Tb MetRS inh – Trypanosoma brucei MetRS inhibition; purified T. brucei MetRS, ATP depletion, Kinase-Glo luminescence; inhibition, % at 11.9 µM; 0.4% of 360,000 active;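 active = inhibition above a per-plate cutoff of the control wells' mean inhibition plus 3 SD, cut at about 5.5% in these data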;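 also: 0% = DMSO wells median and 100% = median of wells with control inhibitor compound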
#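 System: purified T. brucei MetRS enzyme / Detection: Kinase-Glo luciferase luminescence reporting remaining unconsumed ATP / Medium: HEPES buffer with MgCl2, KCl, DTT, spermine, BSA, pyrophosphatase / Replication: singlicate, one well per compound / Evaluation: percent inhibition relative to median high and low control wells / Schedule: 2 h aminoacylation at 25 °C after 15 min preincubation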
# CSN inh – CSN deneddylation inhibition | 0.38% of 360,000 active | AID 651999 | inhibition, % at 12.5 µM | Purified CSN, SCF-Nedd8-OG deneddylation, fluorescence polarization | Q92905;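 active = pattern-corrected inhibition above about 35%, with an unprinted fluorescence ratio check between 0.5 and 1.5, limit read from the data, passing the limit was not always enough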;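 also: 0% = enzyme with substrate and 100% = substrate without enzyme; some results filed as inactive read as strong as hits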
#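 Assay system: purified human Csn5 enzyme expressed in HEK293T cells; measure: % inhibition; also added: SCFSkp2-Nedd8OG substrate at 10 nM final; technique: fluorescence polarization; times: reaction 90 min, room temperature; medium: Tris buffer pH 7.5, NaCl, DTT, Tween-20, trehalose, ovalbumin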
# SUMO1 PPI mod – alters human SUMO1 binding to SIM partners; inhibition, % at 20 µM; SUMO1 binding to a labelled peptide, TR-FRET, 1 h; P63165; 0.33% of 360,000 active; AID 602429; in the data active = inhibition above about 37%
# Target sequence (P63165 whole entry, looked up): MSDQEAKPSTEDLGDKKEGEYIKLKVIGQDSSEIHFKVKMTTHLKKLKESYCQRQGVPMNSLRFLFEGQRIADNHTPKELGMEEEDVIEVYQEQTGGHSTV
# * = called active by the depositor; i = inactive; . = not tested or not shown; + = active, no number.
# Second line of a record – Tb MetRS inh, NadD block, Rpn11 inh, DNMT1 block, STEP inh, Scp1 inh, LMPTP inh, PABP1 MLLE inh, SUMO1 PPI mod, CSN inh
- Cc1cc(C)nc(NS(=O)(=O)c2ccc(NC(=O)C3(c4ccccc4)CCCC3)cc2)n1
 : -0.7, 4, i, 6, -3, -5, -2.2, 5, 3, -12
- O=C1N/C(=N/O)S/C1=C/c1cccc([N+](=O)[O-])c1
 : 0.6, -3, i, 3, -3, -8, -0.6, 26, -9, -6
- O=P1(c2ccccc2)C=Cn2c1cc1c2CCCC1 (centres undefined)
 : 0.1, 3, i, -2, 0, -5, -0.7, -1, 1, 4
- CCOc1cc(/C=N/n2c(COc3ccccc3)n[nH]c2=S)ccc1O
 : -0.3, -1, i, -2, -3, -1, -3.3, -30, 7, -2
- CCCCCCN1N=C(C)C(C(=O)c2ccc(Cl)cc2)C1=O (centres undefined)
 : -2.4, 4, i, -4, -2, -8, -0.6, 8, 1, 1
- CCCCNC(=O)c1nc(-c2ccc(C(F)(F)F)cc2)oc1-c1ccccc1
 : -0.5, ., ., ., ., ., 0.4, ., 1, -2
- O=C(NC1(C(F)(F)F)NC(=O)N(Cc2cccnc2)C1=O)c1ccccc1 (centres undefined)
 : 0.2, 6, i, -2, -1, -2, 0.1, -3, 1, -2
- Cc1c(NC(=O)C(C)Sc2ncnc3ccccc23)c(=O)n(-c2ccccc2)n1C (centres undefined)
 : 0.1, 0, i, -1, -2, -4, 0.5, -1, -1, -5
- COc1ccc(Nc2cccc(Cl)c2)c(C(=O)O)c1
 : 0.3, -2, i, -2, 6, -4, -1.9, 13, 1, 4
- O=C(N/N=C(\c1ccccc1)c1ccccn1)c1ccccc1Cl
 : -0.8, -4, i, 1, 0, 3, -1.9, 11, -8, 1
- O=C(Cc1ccccc1)N/N=C/c1ccc(Cl)cc1Cl
 : -0.1, -9, i, -4, -1, -11, 1.5, 6, -4, 1
- COc1cc(C2CC(=O)Oc3c2c(=O)n(C)c2ccccc32)ccc1O (centres undefined)
 : -0.9, -1, i, 4, 2, -2, -1.0, 3, 20, 2
- COc1cc(OC)cc(-c2c(C#Cc3ccsc3)c3cc(-c4ccc(OC)c(OC)c4)ccc3n2C)c1
 : -0.3, 15, i, -3, 3, -9, 3.7, -2, -16, 2
- Cc1cc(NC(=O)Cn2nnc3sc4c(c3c2=O)CCC(C(C)(C)C)C4)no1 (centres undefined)
 : -0.5, 20, i, -10, 0, -13, 1.1, 5, -17, 5
- C/C(Cn1cnc([N+](=O)[O-])n1)=N\NC(=O)c1ccccc1F
 : 0.1, 2, i, -2, 2, -4, -1.3, 5, -7, -1
- Cc1ccc(-n2c(SCC(N)=O)nnc2-c2ccccn2)cc1
 : 0.6, 8, i, -1, 2, -6, -1.4, 3, -2, 1
- CCCCCCC(C)n1cc(C(C)=O)c(=O)[nH]c1=O (centres undefined)
 : -1.0, -4, i, -2, 0, -4, -0.4, -6, -2, 50*
- CC(C)(C)CC(=O)O/N=C(\N)c1ccccn1
 : -0.1, -3, i, -1, -2, -11, -1.1, -3, 0, -5
- CC1CC(C)(C)CC(=O)C1C(=O)c1ccccc1 (centres undefined)
 : -0.1, 1, i, 9, -4, -6, -2.7, -1, 2, 1
- CC(=O)c1ccc(N2CCN(C(=O)c3c(-c4ccccc4Cl)noc3C)CC2)cc1
 : 0.6, -1, i, 0, 0, -2, 0.6, -20, 0, -4
- O=C(Nc1cc2c(cc1Cl)OCCCO2)c1ccc(F)cc1
 : 0.0, -9, i, -2, 0, -11, -0.2, 7, -2, 6
- CC(C)CCNC(=O)C1CCN(Cc2cccc(OCc3ccccc3)c2)CC1
 : -1.2, -7, i, 1, 2, 5, -2.3, 10, 4, -3
- Cc1csc2c(N3CCN(C(=O)Nc4ccc(Cl)c(Cl)c4)CC3)ncnc12
 : -0.5, 8, i, -7, 2, 5, 3.3, -14, 8, 1
- CCNC(=O)C1CCCN(C(=O)c2ccc(OC)cc2OC)CC1 (centres undefined)
 : 0.1, 2, i, -1, -2, ., -1.6, -4, -4, -5
- O=C(O)CCNC(=O)CCCn1nnc2ccccc2c1=O
 : -0.1, -1, i, 2, 1, 2, -2.3, -7, 1, 0
- CN(C)c1nc(C(=O)Nc2ccccc2)nc(N(C)C)n1
 : -0.2, 9, i, 5, -5, -2, 0.9, 3, -4, -1
- O=C(Nc1ccncc1)c1ccc(NS(=O)(=O)c2cccc(F)c2)cc1
 : -0.6, -6, i, -1, 0, -9, -0.3, 1, 1, 1
- CCOC(=O)c1cc2nc(OCC)nc(OCC)c2[nH]1
 : 0.1, -1, i, -6, -1, -5, 0.4, -11, 10, 2
- O=C1CCc2cc(S(=O)(=O)N3CCC(C(=O)NC4CCCc5ccccc54)CC3)ccc2N1 (centres undefined)
 : 0.5, 6, i, 1, 1, 3, -0.8, -8, 4, -6
- CCc1ccccc1NC(=O)N1CCCC(CCC(=O)N(C)CCc2ccccn2)C1 (centres undefined)
 : 2.2, 3, +, 1, 117*, -4, 1.4, 1, 2, -2

# 2 compounds from above with just LMPTP inh:
mol	LMPTP inh
CCNC(=O)C1CCCN(C(=O)c2ccc(OC)cc2OC)CC1 (centres undefined)	-1.6
O=C(O)CCNC(=O)CCCn1nnc2ccccc2c1=O	-2.3

# (next part)
# Second line of a record – Tb MetRS inh, NadD block, Rpn11 inh, DNMT1 block, STEP inh, Scp1 inh, LMPTP inh, PABP1 MLLE inh, SUMO1 PPI mod, CSN inh
- CCCOc1ccc(N2C(=O)CC(NCC#N)C2=O)cc1 (centres undefined)
 : -0.3, -8, i, 5, -2, -12, -1.9, 6, 1, 6
- COc1ccccc1/C=N/NC(=O)c1cc2c(ccc3ccccc32)o1
 : -0.8, 13, i, -4, 0, 5, 3.7, 10, -9, 3
- CCc1ccc(-n2c(O)c(C=NCCN(CC)CC)c(=O)[nH]c2=O)cc1
 : -0.4, 1, +, 3, 0, 10, -4.0, -113, -3, 35*
- Cn1c(CNc2ccc(F)cc2)nc2ccccc21
 : -1.1, -2, i, -2, 2, 0, 0.4, -5, 4, -4
- COC(=O)C1CCN(CC(N)=O)CC1
 : -0.3, 3, i, 1, -1, -5, -0.4, -11, -1, -5
- COC(=O)[C@@H]1C[C@@]2(O)[C@H](O)[C@H](O)[C@H](O)C[C@H]2N1Cc1ccc(C(C)(C)C)cc1
 : 0.1, -1, i, -2, -1, -8, -0.7, 6, 3, 2
- NC(=O)c1nsc(C(=O)N(c2ccccc2)C(C(=O)NC2CCCC2)c2ccncc2)c1N (centres undefined)
 : -0.5, 4, i, 9, -1, 2, 2.6, -12, -11, 6
- CSc1nnc(-c2cnccn2)n1Cc1ccccc1
 : 0.2, 2, i, -1, 1, -1, -0.8, -7, 1, -1
- COc1ccc2c(c1)C1(Nc3ccccc3-c3nc4ccccc4n31)C(=O)N2C (centres undefined)
 : 0.1, 6, i, -5, -1, -6, -0.1, 2, 1, -3
- O=C(Nc1ccccc1Cl)c1ccc(Cl)cc1Cl
 : -0.9, -3, i, -7, 0, 3, -1.1, -2, -5, -2
- CCCCOc1ccc(N(CC(=O)NCC2CCCO2)C(=O)CCC(=O)Nc2cc(C)ccn2)cc1 (centres undefined)
 : -0.5, -5, i, -4, 0, 5, 1.2, -2, -5, -1
- O=C(CSCc1ccc(Br)cc1)N=Nc1c(O)[nH]c2ccccc12
 : -1.1, 3, i, 0, 1, -3, 2.4, 2, -18, -4
- CC(C)CCNC(=O)C1CCN(c2nnc(-n3cccc3)s2)CC1
 : -0.1, 0, i, 1, -1, -10, -1.2, -4, 0, -1
- COc1ccc(NC(=O)CSc2nnc(-c3ccco3)n2C)cc1
 : -0.6, -2, i, -2, -6, -6, -1.2, 3, 5, 2
- CC(=O)O[C@@H](Cc1ccc(O)cc1)C(=O)CC(C)C
 : -0.3, 3, ., ., ., ., -1.7, ., -2, -5
- CCCOC(=O)CSc1nc(N)c(C#N)c(-c2ccco2)c1C#N
 : 0.0, 0, i, -12, 0, -9, 0.1, -17, 3, 5
- O=C(Nc1cccc(S(=O)(=O)c2cccc(NC(=O)c3ccco3)c2)c1)c1ccco1
 : -0.2, -10, i, -1, -4, -8, 0.9, 0, 6, -1
- Cc1ccc(S(=O)(=O)Nc2ccc(C(=O)NCc3ccncc3)cc2)cc1
 : 0.0, 3, i, -2, -3, 0, 0.4, -18, 1, 1
- CCCc1ccc(OCCNC(=O)c2ccco2)cc1
 : -0.1, 0, i, -1, 2, -1, -1.0, 2, -1, 1
- OC1(c2ccccc2)Cc2cccc[n+]2C1c1ccccc1 (centres undefined)
 : -0.7, -6, i, -3, 0, -1, 18, -16, 3, 2

# Next section; it opens with the three that closed the last part.
# Second line of a record – Tb MetRS inh, NadD block, Rpn11 inh, DNMT1 block, STEP inh, Scp1 inh, LMPTP inh, PABP1 MLLE inh, SUMO1 PPI mod, CSN inh
- Cc1ccc(S(=O)(=O)Nc2ccc(C(=O)NCc3ccncc3)cc2)cc1
 : 0.0, 3, i, -2, -3, 0, 0.4, -18, 1, 1
- CCCc1ccc(OCCNC(=O)c2ccco2)cc1
 : -0.1, 0, i, -1, 2, -1, -1.0, 2, -1, 1
- OC1(c2ccccc2)Cc2cccc[n+]2C1c1ccccc1 (centres undefined)
 : -0.7, -6, i, -3, 0, -1, 18, -16, 3, 2
- Cc1ccc(S(=O)(=O)N2CCOCC2)cc1NC(=O)C1CC(=O)N(c2ccc3c(c2)OCCO3)C1 (centres undefined)
 : -0.3, 1, i, -2, 0, -1, -4.5, 15, -6, 1
- COC(=O)c1ccc(CNC(=O)N2CCN(S(=O)(=O)c3ccc(C)cc3)CC2)cc1
 : -0.3, -7, i, -2, 0, -4, -0.4, -10, 0, 0
- CCCC(=O)Nn1cnc2c(c1=O)C1(CCCC1)Cc1ccccc1-2
 : 0.0, -2, i, -2, -3, -12, -1.0, -5, -1, 3
- C/C(=N/Nc1ccc([N+](=O)[O-])cc1)c1ccc(C)cc1C
 : -0.3, -8, i, -7, -3, -8, 3.2, -48, -13, 3

# Compound profiles (already shown). Order of screens: Tb MetRS inh	NadD block	Rpn11 inh	DNMT1 block	STEP inh	Scp1 inh	LMPTP inh	PABP1 MLLE inh	SUMO1 PPI mod	CSN inh
# CCCOC(=O)CSc1nc(N)c(C#N)c(-c2ccco2)c1C#N as listed: 0.0	0	i	-12	0	-9	0.1	-17	3	5
# CCOC(=O)c1cc2nc(OCC)nc(OCC)c2[nH]1 as listed: 0.1	-1	i	-6	-1	-5	0.4	-11	10	2
